Screening data: PubChem, National Center for Advancing Translational Sciences (NCATS)
G9a inh – blocks human histone lysine methyltransferase G9a | AID 504332 | Q96KQ7 | G9a H3K9 monomethylation, AlphaScreen, 2 h | Potency, µM (doses to about 102 µM), without a hit: at the highest dose activity, negative = inhibition, actives largely listed as inhibitors | 8.8% of 350,000 active; further: potency means the concentration at half of the fitted maximal effect; on the % scale 0 is the no-effect control and ±100 the full control effect; nearly all actives have a fitted effect of over 75% in size
Target sequence (Q96KQ7 913-1193 limits assumed): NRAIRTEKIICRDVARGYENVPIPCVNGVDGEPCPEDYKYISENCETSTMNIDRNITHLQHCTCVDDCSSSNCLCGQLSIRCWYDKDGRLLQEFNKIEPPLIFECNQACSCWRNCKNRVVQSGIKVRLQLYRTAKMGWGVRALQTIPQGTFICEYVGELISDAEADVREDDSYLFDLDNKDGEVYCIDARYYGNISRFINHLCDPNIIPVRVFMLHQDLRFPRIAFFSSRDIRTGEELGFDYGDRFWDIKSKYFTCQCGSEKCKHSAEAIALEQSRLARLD
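G9a (20 nM) preincubated 15 min RT with compounds, then 500 nM biotinylated H3K9 peptide and 20 uM SAM added; 2 h RT reaction. Monomethyl-H3K9 product detected by AlphaScreen with anti-H3K9me1 antibody, streptavidin donor and anti-rabbit IgG acceptor beads.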
JMJD2A Tudor – blocks the human JMJD2A Tudor domain | O75164 | Potency, µM (top dose mostly 114 µM), without a hit: at the top dose activity change, negative = inhibition, actives largely listed as inhibitors | 4.4% of 390,000 active | AlphaScreen JMJD2A-Tudor / H3K4me3 peptide binding; further: potency means the concentration at half of the fitted maximal effect; on the % scale 0 is the no-effect control and ±100 the full control effect; nearly all actives have a fitted effect of over 50% in size
GLS inh – glutaminase GLS (human) inhibition | Potency, µM (doses to about 45.5 µM), without a hit: top-dose activity change, negative = inhibition, actives largely listed as inhibitors | 0.21% of 410,000 active | O94925 | AID 624170 | GLS enzymatic activity, qHTS titration; further: potency means the concentration at half of the fitted maximal effect; on the % scale 0 is the no-effect control and ±100 the full control effect
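Coupled fluorescence readout: glutamate oxidase/HRP/Amplex Red detect glutamate formed by hKGA from L-glutamine (1 mM solution added). Buffer 45 mM KH2PO4 pH 8.2, 0.02% Tween-20; reads at t0 and 30 min RT.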
BAZ2B inh – BAZ2B (human) inhibition. Q9UIF8. Potency, µM (titrated, usually from 114 µM), for inactives: at the top dose activity change, negative = inhibition, most hits filed as inhibitors. AlphaScreen BAZ2B-H3K14Ac peptide displacement. 4.4% of 360,000 active; further: potency means the concentration at half of the fitted maximal effect; on the % scale 0 is the no-effect control and ±100 the full control effect; nearly all actives have a fitted effect of over 60% in size
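Complex of BAZ2B and biotin-H3K14Ac (50 nM apiece) forms over 30 min at RT, then faces library compounds up to 110 uM for another 30 min; AlphaScreen beads added, 20 min dark incubation, luminescence read.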
ERG-DNA inh – ERG Ets/DNA interaction inhibition | fluorescence polarization, His-ERG Ets domain / labelled DNA | Potency, µM (top dose mostly 76.9 µM), without a hit: top-dose FP activity, negative = inhibition, most hits filed as inhibitors | 0.028% of 370,000 active; active means well fitted inhibition curve with a large enough effect in the polarisation, with a control signal flat; inconclusive means small, poorly fitted or top-dose-only effect, or effect the other way, or a change in a side signal; inactive means no such curve, though single readings can be large or run the other way; the % refers to the polarisation;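 further: polarization taken with two DNA probes labelled with fluorescein and Texas red; potency means the concentration at half of the fitted maximal effect; % of control where 0% means no effect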
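His-tagged ERG Ets domain (1 uM in the protein solution; 300mM KCl, 50mM Tris-HCl, 1mM EDTA, 1mM DTT, pH 7.5) received compound, then a probe mix of 5 nM fluorescein-DNA and 100nM Texas-615-DNA. Fluorescence polarization was read for both dyes.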
12-LOX inh – inhibitors of human 12S-lipoxygenase ALOX12 | P18054 | purified 12hLO, xylenol orange hydroperoxide absorbance | Potency, µM (series often up to 108 µM), for the others: at the top dose activity change, negative = inhibition, usual class: inhibitors | 1.1% of 580,000 active; further: potency means the concentration at half of the fitted maximal effect; on the % scale 0 is the no-effect control and ±100 the full control effect
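Hydroperoxide product was detected by ferrous iron/xylenol orange as the 573 to 405 nm absorbance ratio. Arachidonic acid at 40 uM (final) was turned over for 30 min at room temperature by 150 nM human 12hLO, pH 7.0 Hepes buffer, after 15 min compound preincubation.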
RGS4 inh – inhibitors of human regulator of G protein signaling 4; Transcreener GDP fluorescence polarization, RGS4-accelerated GTP hydrolysis; 0.039% of 390,000 active; P49798; Potency, µM (series often up to 114 µM), for inactives: at the highest dose activity change, negative = inhibition, most hits filed as inhibitors; further: potency means the concentration at half of the fitted maximal effect; on the % scale 0 is the no-effect control and ±100 the full control effect; nearly all actives have a fitted effect of over 75% in size; some results filed as inactive show a strong effect at the top dose
Target sequence (P49798 whole entry, looked up): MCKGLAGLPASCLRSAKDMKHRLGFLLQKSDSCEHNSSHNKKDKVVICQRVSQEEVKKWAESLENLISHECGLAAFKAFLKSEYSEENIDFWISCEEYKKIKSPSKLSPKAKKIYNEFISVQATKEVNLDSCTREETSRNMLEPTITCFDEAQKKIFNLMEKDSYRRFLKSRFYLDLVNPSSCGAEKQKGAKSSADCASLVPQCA
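MLSMR compounds (23 nl, pin-transferred) preincubated 10 min at room temperature with a 500nM (2x) first reagent, then RGS4 at 900nM (2x) plus Transcreener GDP mix added; fluorescence polarization (620/688 nm) read before and after 90 min at 30 °C.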
HP1b chromo inh – HP1-beta chromodomain-methylated histone interaction inhibition. P83916. AlphaScreen HP1-beta / biotin-H3K9me3 peptide binding. Potency, µM (highest dose often 114 µM), inactives show top-dose activity change, negative = inhibition, actives largely listed as inhibitors. 0.56% of 390,000 active. AID 540317; further: potency means the concentration at half of the fitted maximal effect; nearly all actives have a fitted effect of over 70% in size; inactives centre near 23
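Compound inhibition of the preformed complex between 50 nM HP1-beta and 50 nM biotinylated H3K9me3 peptide was read by AlphaScreen. Buffer was PBS pH 7.4 with 0.01% Tween-20. Incubations ran 30 min at room temperature, with 10 ug/mL donor/acceptor beads.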
PI4K2A block – blocks human PI4K2A kinase activity. Q9BTU6. purified PI4K2A, ADP-Glo luminescence, 1 h; stronger effect = lower value. activity change, negative = inhibition, % at 76.9 µM. 0.13% of 420,000 active. AID 1346378; in the data active means activity change below about -50%; inconclusive means mostly about -30% to -49%;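 further: -100% = wells without enzyme as full effect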
Target sequence (Q9BTU6 whole entry, looked up): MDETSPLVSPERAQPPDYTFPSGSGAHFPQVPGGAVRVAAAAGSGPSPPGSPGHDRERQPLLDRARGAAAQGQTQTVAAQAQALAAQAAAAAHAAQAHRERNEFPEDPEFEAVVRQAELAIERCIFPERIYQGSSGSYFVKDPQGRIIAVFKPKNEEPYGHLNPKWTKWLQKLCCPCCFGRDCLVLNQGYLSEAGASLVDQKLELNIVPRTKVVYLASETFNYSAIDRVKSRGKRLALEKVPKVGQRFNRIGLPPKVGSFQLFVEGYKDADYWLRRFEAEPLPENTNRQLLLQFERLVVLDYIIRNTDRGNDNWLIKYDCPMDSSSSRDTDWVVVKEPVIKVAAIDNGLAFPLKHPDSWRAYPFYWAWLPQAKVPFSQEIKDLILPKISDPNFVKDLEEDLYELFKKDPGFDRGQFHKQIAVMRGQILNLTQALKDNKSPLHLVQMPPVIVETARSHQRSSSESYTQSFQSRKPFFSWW
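In this quantitative HTS, ADP production by PI4K2A was quantified luminescently after 1 h at ambient temperature; 100 microM adenosine served as plate-quality control.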
* marks the source's active call; other numbers are inactive results; & = joins results of further samples; [ ] = dose if it differs, or a comment. Unless noted, the call rests on the fitted dose curve; in most records, active means well fitted curve in the direction sought with a large enough effect; inconclusive means small, poorly fitted or top-dose-only effect, or another doubt; inactive means no such curve, though single readings can be large; an effect the other way counts as inactive or inconclusive. Not all compounds are listed; count on the stated rates, not on these rows.

For CC1(c2ccc(Cl)cc2)NC(=O)N(CC(=O)N2CCc3ccccc32)C1=O (stereo not drawn) the results were JMJD2A Tudor -7.4%, GLS inh 1.3%, ERG-DNA inh -8.4%, 12-LOX inh 208.3%[activator], RGS4 inh 16.3%, HP1b chromo inh 26.8% and PI4K2A block 1.0.
Cc1[nH]c(=O)[nH]c(=O)c1NS(=O)(=O)c1ccc2c(c1)CCCC2 was read as G9a inh 0.1%[12.7 µM], JMJD2A Tudor -9.3%, GLS inh 12.6%, BAZ2B inh 8.5%, 12-LOX inh 11.3%, RGS4 inh 16.4%, HP1b chromo inh 7.0% and PI4K2A block -3.5.
For NS(=O)(=O)c1ccc(N=Nc2ccc(O)c3ncccc23)cc1 the results were G9a inh 50.1µM*, JMJD2A Tudor 20µM*, GLS inh 0.2%, BAZ2B inh 3.55µM*, ERG-DNA inh 8.8%, 12-LOX inh inconclusive, RGS4 inh -52.8%, HP1b chromo inh inconclusive and PI4K2A block inconclusive.
`N#Cc1cn(Cc2ccco2)c(=O)[nH]c1=O` gave JMJD2A Tudor -0.7%, GLS inh -11.1%, ERG-DNA inh -20.2%, 12-LOX inh 9.1%, RGS4 inh 10.7%, HP1b chromo inh 25.8% and PI4K2A block 0.9.
`COc1cc2c(cc1OC)C(c1ccccc1OC(C)C)CC(=O)N2` (stereo not drawn) gave G9a inh 14.9%, JMJD2A Tudor -26.9%, GLS inh -0.7%, BAZ2B inh inconclusive, ERG-DNA inh -6.3%, 12-LOX inh 70.5%&-11.2%, RGS4 inh -11.2%, HP1b chromo inh 14.9% and PI4K2A block -6.7.
COc1ccc(CC(=O)NCC2CCCN(Cc3cccc(C(F)(F)F)c3)C2)cc1 (stereo not drawn) was read as JMJD2A Tudor inconclusive, GLS inh -28.5%, BAZ2B inh 10.3%, ERG-DNA inh 0.9%, 12-LOX inh 5.1%, RGS4 inh inconclusive, HP1b chromo inh -9.3% and PI4K2A block 9.3.
`Cc1ccc(NC(=O)CSc2n[nH]c(N)n2)cc1S(=O)(=O)N1CCOCC1` gave JMJD2A Tudor -11.9%, GLS inh 15.5%, BAZ2B inh -4.2%, ERG-DNA inh -11.5%, 12-LOX inh 13.7%, RGS4 inh -8.0%, HP1b chromo inh 25.8% and PI4K2A block 2.6.
COc1ccc2c(c1)c(CC(=O)OCC(=O)O)c(C)n2C(=O)c1ccc(Cl)cc1 was read as G9a inh -5.2%, JMJD2A Tudor -29.0%, GLS inh -4.6%&-2.5%, BAZ2B inh -12.3%, ERG-DNA inh -4.0%, 12-LOX inh -15.9%, RGS4 inh -16.0%, HP1b chromo inh 56.6%[activator] and PI4K2A block -2.2&0.5.
For O=C(Nc1ccc(Cl)cc1Cl)C1CCCO1 (stereo not drawn) the results were G9a inh 36.9%, JMJD2A Tudor 13.7%, GLS inh 5.0%, BAZ2B inh -3.4%, ERG-DNA inh 2.7%, 12-LOX inh 0.0%, RGS4 inh 18.9%, HP1b chromo inh 36.3% and PI4K2A block -2.2.
Cn1c(Cc2ccc3c(c2)OCO3)nnc1SCC(=O)NC(C)(C)C was read as G9a inh 3.5%, JMJD2A Tudor -12.4%, GLS inh 2.4%, BAZ2B inh -12.9%, ERG-DNA inh 3.3%, 12-LOX inh 0.0%, RGS4 inh -10.1%[56.9 µM], HP1b chromo inh 29.9% and PI4K2A block -3.5.
Screening O=C1c2ccsc2SCCN1Cc1ccccc1Cl returned G9a inh 17.0%[59 µM], JMJD2A Tudor 20.0%, GLS inh 1.8%, BAZ2B inh 9.8%, ERG-DNA inh -4.8%, 12-LOX inh 344.0%[activator], RGS4 inh -6.0%, HP1b chromo inh 43.1%[activator] and PI4K2A block 7.7.
For [O-]C1=N[N+](=C(c2ccccc2)c2ccccc2)C1 the results were JMJD2A Tudor -4.1%, GLS inh -16.3%, ERG-DNA inh -3.9%, 12-LOX inh 12.9%, RGS4 inh 5.8%, HP1b chromo inh 80.6%[activator] and PI4K2A block -2.4.
O=C(COc1ccccc1Cl)Nc1ccccc1C(=O)N1CCOCC1 was read as G9a inh -19.6%, JMJD2A Tudor 2.1%, GLS inh -9.7%, BAZ2B inh -7.1%, ERG-DNA inh 5.0%, 12-LOX inh 2.1%, RGS4 inh 5.2%, HP1b chromo inh 32.3% and PI4K2A block 2.4.
CC(C)(C)NC(=O)CSc1nc(N)c(-c2ccccc2)c(=O)[nH]1 was read as G9a inh -3.0%, JMJD2A Tudor 0.0%, GLS inh 17.1%, BAZ2B inh -7.8%, ERG-DNA inh 5.2%, 12-LOX inh -25.3%, RGS4 inh 7.9%, HP1b chromo inh 20.2% and PI4K2A block -3.0.
`O=C1C2=C(CCCC2)C(=O)N1CNc1ccccc1` gave JMJD2A Tudor -2.7%, GLS inh 19.8%, BAZ2B inh -9.7%, ERG-DNA inh 6.7%, 12-LOX inh 107.6%[activator], RGS4 inh 8.3%, HP1b chromo inh 44.1%[activator] and PI4K2A block -0.3.
`COc1ccccc1OC(C)C(=O)N(Cc1ccco1)C1CCS(=O)(=O)C1` (stereo not drawn) gave G9a inh 7.4%, JMJD2A Tudor -7.7%, GLS inh 1.0%, BAZ2B inh -3.7%, ERG-DNA inh -5.2%, RGS4 inh 10.4%, HP1b chromo inh 23.7% and PI4K2A block -1.6.
`S=C(NCC1CCCCC1)Nc1ccc(Oc2ccccc2)cc1` gave G9a inh -11.2%[59 µM], JMJD2A Tudor -25.5%, GLS inh 3.9%, BAZ2B inh -12.3%, ERG-DNA inh 2.4%, 12-LOX inh 39.8µM*, RGS4 inh 3.8%, HP1b chromo inh 30.5% and PI4K2A block -1.4.
Screening O=C(CCN1N=C(c2ccccc2)CCC1=O)NCC1CCCO1 (stereo not drawn) returned JMJD2A Tudor 5.1%, GLS inh 9.1%, BAZ2B inh 0.9%, ERG-DNA inh -3.9%, 12-LOX inh -10.9%, RGS4 inh 15.8%, HP1b chromo inh 16.7% and PI4K2A block 2.4.
COc1ccccc1-c1sc2ccccc2c1-c1ccc(O)cc1 was read as JMJD2A Tudor -25.3%, GLS inh 14.3%, ERG-DNA inh 6.3%, 12-LOX inh -13.5%, RGS4 inh 17.3%, HP1b chromo inh 7.5% and PI4K2A block -5.3.
COc1ccc2[nH]c(CN3CCC(CO)(CCOc4ccccc4)CC3)c(C)c2c1 was read as G9a inh inconclusive, JMJD2A Tudor inconclusive, GLS inh inconclusive, BAZ2B inh -37.1%, ERG-DNA inh -2.3%, 12-LOX inh inconclusive, RGS4 inh -5.4%, HP1b chromo inh -8.8% and PI4K2A block 8.3.
For O=C(COC(=O)C1CCN(S(=O)(=O)c2ccccc2)CC1)NC(=O)c1ccc(OC(F)F)cc1 the results were G9a inh -8.0%[59 µM], JMJD2A Tudor 3.4%, GLS inh 0.6%, BAZ2B inh 11.8%, ERG-DNA inh 10.1%, 12-LOX inh -6.9%, RGS4 inh 8.4%, HP1b chromo inh 21.7% and PI4K2A block -2.4.
Screening N#Cc1cnn2ccn(C3OC(CO)C(O)C3O)c12 (stereo not drawn) returned G9a inh 11.6%, JMJD2A Tudor -3.6%, GLS inh 0.8%, BAZ2B inh 1.2%, ERG-DNA inh -2.1%, 12-LOX inh -8.4%, RGS4 inh 18.7%, HP1b chromo inh 28.5% and PI4K2A block 0.4.
Screening COc1ccccc1CC(NC(C)=O)C(=O)NC1CCN(C(=O)Nc2ccccc2C)CC1 (stereo not drawn) returned G9a inh 16.6%, JMJD2A Tudor -2.3%, GLS inh -3.2%, BAZ2B inh -15.4%, ERG-DNA inh -15.5%, 12-LOX inh 5.9%, RGS4 inh 17.0%, HP1b chromo inh 19.6% and PI4K2A block -1.5.
`Cc1ccc(S(=O)(=O)n2nc(C)c(S(=O)(=O)N3CCC(C)CC3)c2C)cc1` gave G9a inh -8.4%[59 µM], JMJD2A Tudor 79.4µM*, GLS inh -1.0%, BAZ2B inh -23.0%, ERG-DNA inh 6.3%, 12-LOX inh 0.0%, RGS4 inh 7.6%, HP1b chromo inh 6.5% and PI4K2A block -3.5.
`CC(C)N(C(=O)NC(=O)Nc1ccc(S(=O)(=O)N2CCCC2)cc1)S(C)(=O)=O` gave G9a inh -0.8%, JMJD2A Tudor -4.2%, GLS inh -6.7%, BAZ2B inh -5.3%, ERG-DNA inh -5.4%, 12-LOX inh -4.7%, RGS4 inh 1.5%, HP1b chromo inh 44.6%[activator] and PI4K2A block 5.5.
C=CCN(Cc1cccs1)C(=O)COc1ccc2c(c1)OCO2 was read as JMJD2A Tudor -27.4%, GLS inh 0.9%, ERG-DNA inh 0.7%, 12-LOX inh 173.2%[activator], RGS4 inh 4.9%, HP1b chromo inh -8.3% and PI4K2A block 2.8.
CC(=O)Oc1ccc2c3c(c(=O)oc2c1C)CCCC3 was read as G9a inh -19.9%[12.7 µM], JMJD2A Tudor 11.3%, GLS inh -13.7%, BAZ2B inh -13.7%, ERG-DNA inh 8.4%, 12-LOX inh 6.1%, RGS4 inh -8.1%, HP1b chromo inh 25.1% and PI4K2A block -2.3.
